# Source: PubChem BioAssay (several laboratories)
# Rin1-Abl PPI inh: blocks binding of human Rin1 to Abl. P00519+Q13671. TR-FRET Rin1/Abl binding, biochemical. inhibition, % at 7.35 µM. 0.4% of 360,000 active. AID 588664; in the data active means inhibition above about 5%, passing the limit was not always enough
# CSN inh: inhibitors of human CSN-mediated cullin deneddylation | inhibition, % at 12.5 µM | AID 651999 | Purified CSN, SCF-Nedd8-OG deneddylation, fluorescence polarization | 0.38% of 360,000 active | Q92905;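 active means pattern-corrected inhibition above about 35%, with an unprinted fluorescence ratio check between 0.5 and 1.5, limit read from the data, passing the limit was not always enough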;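 further: 0% = enzyme with substrate and 100% = substrate without enzyme; some results filed as inactive read as strong as hits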
#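 assay system = purified human Csn5 enzyme expressed in HEK293T cells | amount = 0.24 nM enzyme | buffer or medium = Tris/NaCl/DTT buffer, pH 7.5 | reagent = 10 nM SCFSkp2-Nedd8OG | compound = one concentration, 12.5 µM, 0.25% DMSO | times = 90 min reaction at room temperature | signal = FP | read-out basis = % inhibition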
# SKN-1 inh: blocks SKN-1 activity in C. elegans; AID 624304; 0.49% of 360,000 active; C. elegans VP596 Pgst-4::GFP/RFP ratio, acrylamide-induced, 24 h; inhibition, % at 21.8 µM;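 active means interference check ratio from 0.5 to 1.5 plus GFP to RFP signal ratio inhibition reaching or exceeding a fixed threshold, cut at about 30% in these data, passing the limit was not always enough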; further: some compounds called inactive have numbers as strong as hits
# FAS-TE inh: blocks the thioesterase domain of human fatty acid synthase; P49327; recombinant FAS-TE, OMFH fluorogenic substrate, fluorescence endpoint; inhibition, % at 15 µM; 0.67% of 360,000 active;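 active means compounds whose normalised, plate-corrected inhibition of enzyme fluorescence in the single-dose primary screen is 50% or more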;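 further: 0% = DMSO with enzyme and 100% = substrate without enzyme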
# MLLE-PAM2 inh: blocks PAM2 peptide binding to the PABP1 MLLE domain; GST-MLLE / FITC-PAM2 fluorescence polarization; inhibition, % at 20 µM; AID 588489; P11940; 0.36% of 360,000 active; in the data active means inhibition above about 35%, passing the limit was not always enough;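 further: plate controls were DMSO wells with GST-MLLE for no effect and wells lacking GST-MLLE protein for full effect; some results filed as inactive read as strong as hits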
# NadD block: inhibitors of Staphylococcus aureus NadD; 0.78% of 360,000 active; AID 602399; purified NadD enzyme, colorimetric absorbance read-out; inhibition, % at 20 µM; in the data active means inhibition above about 26%; further: some compounds past the cut are filed as inactive
# Neddylation inh: inhibitors of human cullin neddylation | TR-FRET cullin neddylation, biochemical | 0.58% of 360,000 active | calls only at 25 µM | AID 651699 | P61081+Q13564; in the data active means inhibition above about 36%
# MT1-MMP act inh: blocks activation of human MT1-MMP; HT1080 RFP-PRO-GFP cells, GFP/RFP ratio fluorescence, overnight; percent of plate control window, DMSO zero; GFP/RFP ratio change, % at 20 µM; 0.061% of 360,000 active;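 active means GFP/RFP ratio change of at least 30% with cell ATP level not reduced by more than half and red fluorescence within 50% of control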; further: strong numbers were not always called active
#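 Assay system: RFP-PRO-GFP reporter HT1080 cells; read-out basis: GFP/RFP fluorescence ratio; benchmarks: DMSO wells and RFP-L50D-GFP cells; doses: 20 µM single dose, 1% DMSO; schedule: overnight cell settling, then overnight compound exposure, 37 °C, 5% CO2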
# Rpn11 inh: Rpn11 (human) deubiquitinase inhibition. human 26S proteasome, Ub4-pepOG fluorescence polarization; 20S core pre-blocked with epoxomicin. calls only at 20 µM. 0.59% of 360,000 active;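 active means inhibition at 20 µM, scaled to each plate's controls, above about 33%, limit read from the data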
# Active calls of the source: *; i = inactive; . = no result given; + = active, no number.
SMILES,Rin1-Abl PPI inh,CSN inh,SKN-1 inh,FAS-TE inh,MLLE-PAM2 inh,NadD block,Neddylation inh,MT1-MMP act inh,Rpn11 inh
COc1ccc(C)cc1NC(=O)C1CCCN(S(=O)(=O)c2ccc3[nH]c(=O)ccc3c2)C1 (stereo not given),-4,5,14,1,-14,7,i,-1,i
O=C(NCc1ccco1)C(c1ccc(F)cc1)N(CC1CCCO1)C(=O)Cn1nnc2ccccc21 (stereo not given),2,0,-28,-2,1,0,i,6,i
Cc1c(NC(=O)c2ccc(S(=O)(=O)Nc3ccccc3F)cc2)c(=O)n(-c2ccccc2)n1C,1,-1,21,-6,2,5,i,0,i
COC(=O)c1ccc(CSc2nnc3sc4ccccc4n23)o1,2,1,3,-2,-54,2,i,0,i
Cc1ccc(NC(=O)CN(C)C(=O)CN2C(=O)NC(C)(c3ccccc3)C2=O)cc1 (stereo not given),0,-1,8,-7,4,-1,i,7,i
CCn1cc(CCC(=O)O)c(C)n1,0,-4,-15,-9,6,0,i,0,i
N[C@@]12CCc3nonc3[C@]1(O)CC(c1ccccc1)=[N+]2[O-],2,-1,-9,-8,-5,-10,i,2,i
O=C(OCC(=O)N1CCOCC1)c1ccccc1Br,1,3,8,-4,4,-2,i,2,i
O=C(Nc1cccc(-n2cnnn2)c1)c1ccncc1,3,-5,6,-7,-8,-1,i,-1,i
CCOc1ccc(NC(=O)COc2nsnc2N2CCOCC2)cc1,-2,-3,-2,-3,8,-4,i,-4,i
COc1ccc(C(=O)C2CCCN(Cc3cccn3-c3cccnc3)C2)cc1OC (stereo not given),0,1,-1,-4,5,7,i,1,i
O=C(CSc1nnnn1Cc1ccccc1)Nc1ccccc1,-1,-1,-1,5,5,-12,i,-1,i

# Gathered by group: those above with fluorine (2)
SMILES,Rin1-Abl PPI inh,CSN inh,SKN-1 inh,FAS-TE inh,MLLE-PAM2 inh,NadD block,Neddylation inh,MT1-MMP act inh,Rpn11 inh
O=C(NCc1ccco1)C(c1ccc(F)cc1)N(CC1CCCO1)C(=O)Cn1nnc2ccccc21 (stereo not given),2,0,-28,-2,1,0,i,6,i
Cc1c(NC(=O)c2ccc(S(=O)(=O)Nc3ccccc3F)cc2)c(=O)n(-c2ccccc2)n1C,1,-1,21,-6,2,5,i,0,i

# Next records follow:
SMILES,Rin1-Abl PPI inh,CSN inh,SKN-1 inh,FAS-TE inh,MLLE-PAM2 inh,NadD block,Neddylation inh,MT1-MMP act inh,Rpn11 inh
O=C(CS(=O)(=O)c1c[nH]c2ccccc12)Nc1ccc2c(c1)OCCO2,1,0,4,-10,14,-1,i,7,i
Cn1c2ccccc2c2nnc(SC3CCOC3=O)nc21 (stereo not given),-5,0,-3,-5,14,0,i,4,i
CC(C)CNC(=O)c1c(F)c(F)c(F)c(F)c1F,2,2,-5,-1,8,-3,i,0,i
CCc1ccccc1NC(=O)c1ccc(NCCc2ccccc2)c([N+](=O)[O-])c1,0,13,6,25,1,-2,i,3,i
CCOCCCNC(=O)c1ccc2c(c1)ncn2C1CCCC1,1,0,2,-7,3,0,i,3,i
Nc1ccc2c(c1)-c1ccc(F)cc1C2=O,-8,3,19,0,-33,1,i,3,i
O=S(=O)(N/N=C\c1cccn1-c1ccccc1)c1ccc2ccccc2c1,-3,3,4,18,8,3,i,-1,i
COc1ccc(C/C(N)=N/OC(=O)Cc2ccccc2)cc1OC,0,1,-12,-6,-1,-6,i,0,i
COc1ccc(/C=N/NC(=O)C2CC2)c(OC)c1OC,-1,4,0,-3,-4,-4,i,-2,i
Cc1cc(C)cc(N2CCCn3c2nc2c3c(=O)[nH]c(=O)n2C)c1,-4,2,-17,-6,-8,0,i,2,i
COc1cc(C(=O)Nc2cc(C)ccn2)cc(OC)c1OC,3,-1,7,-6,-8,-1,i,3,i
O=C(c1cccc(-c2ccc(O)cc2)c1)N1CCN(c2ccc(F)cc2)CC1,3,2,-3,2,6,6,i,-4,i
COc1ccc(NC(=O)CSc2ccccn2)cc1OC,-1,5,-4,-7,-8,2,i,2,i
O=C(OCCOCCN=C1NS(=O)(=O)c2ccccc21)c1ccc(F)cc1,2,4,-23,-1,-5,-3,i,-2,i
Cc1c(CC(=O)O)c(=O)oc2c(C)c(OCc3ccc(F)cc3Cl)ccc12,-2,53*,0,-3,0,24,i,-7,i
COc1ccc(C(=O)NNC(=O)Nc2ccc(Cl)cc2)cc1,7,5,-16,-1,14,-1,i,-6,i
CCC(=O)Nc1cc2nn(-c3ccc(OC)cc3)nc2cc1C,-1,10,4,-5,10,1,.,3,i
CCCN=C(C)c1c(-c2ccccc2)[nH]n(-c2nc3ccccc3s2)c1=O,3,4,6,18,-9,11,i,-16,i
COc1cccc2cc(C(C)N(CCCN3CCOCC3)C(=S)Nc3ccc(C)c(C)c3)oc12 (stereo not given),-3,0,-12,23,-91,-1,i,-3,i
Cc1cc(C(F)(F)F)n2nc(-c3cccs3)cc2n1,-2,-1,1,4,-3,-7,i,-3,i
O=C(N/C(=C\c1ccco1)C(=O)N1CCCC1)c1cccs1,-2,-4,12,-7,4,-4,i,-2,i
Cc1ccc(Cn2c(SCC(C)C)nc3c2c(=O)n(C)c(=O)n3C)cc1,-4,-3,-5,25,-9,-2,i,-10,i
Cc1ccc(C(=O)NCC(=O)OCC(=O)Nc2ccc(Cl)cc2C(F)(F)F)cc1C,-2,5,17,-2,-8,-4,i,-5,i
O=C(Nc1ccc(C(=O)N2CCOCC2)cc1)Nc1cccc(Cl)c1,-1,6,4,-3,-13,0,i,-2,i
Cc1ccc(-n2c(C)nnc2SCC(=O)Nc2ccccc2)cc1,-3,3,32,-8,-4,-5,i,0,i
COC(=O)c1cc(NC(=O)c2ccccc2)c(=O)oc1/C=C/Nc1ccc(Oc2ccccc2)cc1,4,-91,52,-145,i,21,i,-94,.
O=C(Nc1nnc([C@H]2C[C@H](O)[C@@H](CO)O2)s1)NC(c1ccccc1)c1ccccc1,0,-5,10,0,-8,0,i,0,i
COCCNC(=O)C1CCCN(S(=O)(=O)c2ccc3c(c2)CC(C)N3C(=O)C2CC2)C1 (stereo not given),-2,5,-4,-1,-7,7,i,0,i
COc1ccccc1-c1cc2ccccc2[nH]1,0,5,-6,17,0,0,.,1,i
CN(Cc1ccc(Cl)cc1Cl)C(=O)CN1C(=O)NC2(CCCC2)C1=O,-3,0,0,-4,-36,-2,i,3,i
O=C(NCc1ccco1)c1cnn2c1NC(c1ccc(Br)cc1)CC2C(F)(F)F (stereo not given),-1,0,1,27,-2,2,i,-4,i
Cc1ccccc1NC(=O)Cc1nc(COC(=O)/C=C/c2ccccc2)cs1,2,3,-9,8,-11,-8,i,-4,i
O=C(Nc1ccc2c(c1)[C@@H]1C[C@@H](CC(=O)N3CCOCC3)O[C@@H](CO)[C@@H]1O2)NC1CCCC1,-2,-3,2,-6,0,-3,i,0,i
O=C(O)c1ccc(N2CC3CC(C2)c2cccc(=O)n2C3)c(NC(=S)Nc2ccc(Br)cc2)c1 (stereo not given),2,13,5,4,14,2,i,2,i
CC1(c2nnc(-c3ccncc3)o2)CC(c2ccc([N+](=O)[O-])cc2)=NO1 (stereo not given),18*,-4,2,-7,20,4,i,8,i
O=C(NCCN1CCOCC1)c1ccc(Cl)c(S(=O)(=O)N2CCCC2)c1,4,2,-2,-6,4,-6,i,-2,i
COc1ccc(C)cc1NC(=O)NNC(=O)c1ccoc1C,3,-3,9,-2,-7,-3,i,-5,i
C(=NN=C1c2ccccc2-c2ccccc21)c1ccc2c(c1)OCO2,1,-4,2,16,22,0,i,0,i
COc1cccc(CNC(=O)c2ccc(CS(=O)Cc3ccccc3Cl)o2)c1 (stereo not given),-3,-1,-7,-1,-10,-1,i,1,i
O=C(CSc1nc2ccccc2s1)Nc1ccc2c(c1)OCO2,-2,6,-8,23,12,-6,i,0,i
C=CCN(CC=C)S(=O)(=O)c1ncn[nH]1,1,1,-3,-7,1,-3,i,-2,i
COCC(=O)N1CCC(Oc2ccc(C(=O)N3C[C@@H](C)O[C@@H](C)C3)cc2)CC1,1,2,9,-4,-5,-1,i,0,i
CC(=O)N[C@@H](Cc1c[nH]c2ccccc12)C(=O)NC1CCCc2ccccc21 (stereo not given in full),-1,0,22,-1,10,-3,i,-2,i
O=C(CSC(=S)N1CCOCC1)Nc1nc(-c2ccccc2)c(-c2ccccc2)o1,4,-2,-1,13,15,15,i,25,i
Cc1ccc(NC(=O)CCC(=O)OCC(=O)c2ccc(-c3ccccc3)cc2)cc1,-12,3,-2,-6,-14,8,i,10,i
COC(=O)c1sc(S(=O)(=O)NCC(=O)O)c(C(=O)OC)c1C,0,-1,15,-1,9,7,i,1,i
Cn1c2ccccc2c(=O)c2ccc(NCc3ccc4c(c3)OCO4)cc21,-5,-13,14,-13,71,9,.,-7,i
O=C(CN1C(=O)c2cccc([N+](=O)[O-])c2C1=O)N1CCc2ccccc2C1,-2,-3,-3,59*,4,-10,i,1,i
Cc1ccc(NS(=O)(=O)c2cccs2)nc1,-2,-1,-10,-4,16,-6,+,0,i
CC1CCN(S(=O)(=O)c2ccc3c(c2)c(=O)c(C(=O)N2CCCCC2)cn3C)CC1,2,2,10,-4,7,4,i,2,i
Cc1cc(C)cc(N(CCC(=O)O)S(=O)(=O)c2ccc3ccccc3c2)c1,2,-14,-7,-12,5,3,i,5,i
CN(C)c1ccc(-n2cccc2/C=C2/SC(=Nc3ccc(F)cc3)NC2=O)cc1,2,2,9,-3,-58,25*,i,-1,+
O=C(O)c1[nH]c2ccccc2c1C=NCc1ccccc1Cl,1,1,-1,-3,-3,0,i,3,i
COc1ccc(S(=O)(=O)O)cc1P(=O)(c1ccccc1)c1ccccc1,2,-2,2,-3,20,-3,i,0,i
CC1CN(CC(O)COC2CCC(C(C)(C)C)CC2)CC(C)O1 (stereo not given),3,4,-1,-3,8,-1,i,2,i
COc1cc(OC)cc(C(=O)NC(=S)Nc2ccc(N3CCCC3)cc2)c1,-1,-3,-6,13,17,9,i,.,i
S=C(NCCCc1cnc[nH]1)NCCCN(Cc1ccccc1)c1ccc(Br)cn1,-1,5,-8,-75,-43,14,i,4,i
CC(C)c1ccc(Nc2ncccc2C#N)cc1,-1,4,9,4,5,-2,i,0,i
CN(C)N1C(=O)CC(N2CCCC2)C1=O (stereo not given),3,-5,5,-3,13,-2,i,0,i
CCCn1c(=O)c2ccccc2n2c(SCC(=O)/C(C#N)=C(\C)N)nnc12,-5,5,8,-6,-17,8,i,4,i

# Printed as active in CSN inh, among the entries above:
compound | Rin1-Abl PPI inh | CSN inh | SKN-1 inh | MLLE-PAM2 inh | NadD block | Neddylation inh | MT1-MMP act inh | Rpn11 inh
Cc1c(CC(=O)O)c(=O)oc2c(C)c(OCc3ccc(F)cc3Cl)ccc12 | -2 | 53* | 0 | 0 | 24 | i | -7 | i

# Next structures:
SMILES,Rin1-Abl PPI inh,CSN inh,SKN-1 inh,FAS-TE inh,MLLE-PAM2 inh,NadD block,Neddylation inh,MT1-MMP act inh,Rpn11 inh
CCn1cc(C(=O)NCCCN2CCC(C)CC2)c(=O)c2cc(S(=O)(=O)N(C)C3CCCCC3)ccc21,0,1,7,-2,5,-1,i,-4,i
COc1ccc(C)c2sc(=NC(=O)c3ccc(C(C)=O)cc3)n(C)c12,-1,5,-2,2,13,-1,i,-1,i
O=C(O)c1ccccc1-c1cccc2nncn12,1,3,-7,-9,-42,8,i,0,i
O=C1CC(c2ccco2)CC2=C1C=Nc1ccccc1N2 (stereo not given),3,-1,15,-1,-11,-2,i,-1,i
